Compound activity: PubChem, several laboratories
5-HT1A blocker: antagonists of human 5-HT1a serotonin receptor; CHO 5-HT1a Ga15 NFAT-bla reporter, antagonist mode; inhibition, % at 10 µM; hit rate 0.68% among 62,000;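 active means inhibition above the mean of all tested compounds plus 3 SD, cut at about 43% in these data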;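 further: receptor stimulated by 5-CT agonist at 100 nM near EC80; beta-lactamase reporter measured by ratiometric fluorescence of a cleavable substrate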
HTR1E antagonist: 5-HT1E (human) receptor antagonism | AID 571 | inhibition, % at 6 µM | P28566 | hit rate 0.99% among 65,000 | CHO 5-HT1E Ga15 NFAT-bla reporter, FRET, antagonist;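 active means inhibition above a set limit, the mean inhibition across every tested compound plus 3 SD, cut at about 29% in these data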;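 further: signal is the 460 over 535 nm emission ratio of beta-lactamase substrate; 0% = agonist plus DMSO wells and 100% = wells without agonist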
RORa activator: activates the human nuclear receptor RORA. CHO-K1 Gal4-RORA LBD luciferase reporter, luminescence; percent increase over mock-subtracted basal signal. activation, % at 10 µM. hit rate 1.5% among 65,000. AID 560;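 active means activation above the mean of all tested compounds plus 3 SD, cut at about 49% in these data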;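 further: 0% = DMSO-treated RORA cells and 100% = added signal equal to DMSO minus mock-transfected cells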
S1P3 ag: activates the human S1P3 receptor | AID 373 | Q99500 | hit rate 0.1% among 60,000 | activation, % at 4.5 µM | S1P3 NFAT-BLA reporter cells, agonism, FRET ratio; relative to 1 µM S1P, basal subtracted;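 active means activation above the screen-wide mean plus 3 SD, cut at about 4.5% in these data, passing the limit was not always enough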; further: some compounds called inactive have numbers as strong as hits
Target sequence (Q99500 whole entry, looked up): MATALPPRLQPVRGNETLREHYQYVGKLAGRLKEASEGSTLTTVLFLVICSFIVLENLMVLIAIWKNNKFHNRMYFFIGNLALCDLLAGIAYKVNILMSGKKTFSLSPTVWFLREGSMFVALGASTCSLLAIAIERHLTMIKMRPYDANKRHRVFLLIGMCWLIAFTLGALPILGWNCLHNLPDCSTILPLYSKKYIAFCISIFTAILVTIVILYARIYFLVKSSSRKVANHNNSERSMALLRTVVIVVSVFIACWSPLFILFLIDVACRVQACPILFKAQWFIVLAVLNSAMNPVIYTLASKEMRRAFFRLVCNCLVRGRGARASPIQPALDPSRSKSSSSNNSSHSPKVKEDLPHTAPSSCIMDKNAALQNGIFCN
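Assay system: CHO cells stably expressing human S1P3, Gα16 and NFAT-β-lactamase reporter. Timing: overnight plating, 4 h compound 37 °C, 2 h substrate RT. Signal: β-lactamase FRET emission ratio 460/535 nm. Measure: percent activation versus median 1 µM S1P response, basal-subtracted, per plate. Repeats: primary screen single test, confirmation screen in triplicate.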
SF-1 act: activates the human nuclear receptor SF-1; Q13285; CHO-K1 Gal4-SF-1 LBD luciferase reporter; % increase over DMSO SF-1-specific signal; activation, % at 10 µM; hit rate 1.9% among 65,000;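 active means activation above the mean activation of all tested compounds plus 3 SD, cut at about 50% in these data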
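Material: Gal4–SF-1 LBD one-hybrid luciferase reporter in CHO-K1 cells | Amount: 4,000 cells per well | Compound dosing: 10 µM single point, 1% DMSO | Schedule: 20 h compound treatment, 37 °C | Measured by: SteadyLite luciferase luminescence | Evaluation: Percent activation versus DMSO | Control set: DMSO-treated SF-1-transfected cells as negative, DMSO-treated mock-transfected cells lacking SF-1 as background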
AP ELISA ortho: orthogonal test for alternative complement pathway inhibitors; hit rate 0.08% among 62,000; Human serum alternative complement pathway, LPS-coated ELISA, C3 deposition; tested in compound mixtures; inhibition, % at 5 µM;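 active means inhibition above 30% in each of the two pooled mixtures holding the compound, so the lower value exceeds 30%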;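 further: 0% = serum in Mg-EGTA without compound and 100% = EDTA serum blank; some compounds past the cut are filed as inactive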
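Test system: human serum alternative complement pathway, C3 deposition on LPS-coated wells; also added: Plate-bound LPS; doses: 5 µM per compound in ten-compound mixtures; schedule: 1 h at 37 °C; detection: Anti-C3 ELISA, OD 450 nm; evaluation: percent inhibition of C3 deposition onto LPS; repeats: two pool placements per compound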
5HT1E ag: agonists of human 5-HT1E serotonin receptor. P28566. CHO 5-HT1E Ga15 NFAT-bla reporter, FRET; 0% DMSO wells, 100% control agonist wells. activation, % at 6 µM. hit rate 0.69% among 65,000;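 active means activation above a set limit, the screen-wide mean activation plus 3 SD, cut at about 8.5% in these data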;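 further: 100% = positive control agonist at 1 µM giving full maximal response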
Ecoli tolC: growth inhibitors of E. coli BW25113 tolC mutant | OD615 | growth inhibition, % at 10 µM (by protocol) | hit rate 2.2% among 65,000 | AID 573;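 active means growth inhibition at or above a cutoff equal to the mean over every tested compound plus 3 SD, cut at about 60% in these data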;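 further: growth measured after 20 h incubation at 37 °C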
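Signal: optical density read at 615 nm; Assay system: E. coli ΔtolC::kan strain BW25113; Times: 20 h incubation with compound, 37 °C; Dosing: 10 µM final, single dose.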
S1P1 ag pot: S1P1 (human) agonism or agonism potentiation; S1P1 CRE-bla cells, forskolin, beta-lactamase FRET, potentiator mode; S1P1 agonist co-added at EC20, 2 nM; 100% = saturating reference agonist, 0% = basal; activation, % at 9.5 µM; hit rate 0.57% among 56,000;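 active means activation above a cutoff set at the mean activation of all tested compounds plus 3 SD, cut at about 54% in these data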;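 further: forskolin at 4 µM as EC80 and the EC20 agonist is SEW2871; 100% = SEW2871 at its EC100 plus forskolin at EC80; some compounds past the cut are filed as inactive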
Target sequence (P21453 whole entry, looked up): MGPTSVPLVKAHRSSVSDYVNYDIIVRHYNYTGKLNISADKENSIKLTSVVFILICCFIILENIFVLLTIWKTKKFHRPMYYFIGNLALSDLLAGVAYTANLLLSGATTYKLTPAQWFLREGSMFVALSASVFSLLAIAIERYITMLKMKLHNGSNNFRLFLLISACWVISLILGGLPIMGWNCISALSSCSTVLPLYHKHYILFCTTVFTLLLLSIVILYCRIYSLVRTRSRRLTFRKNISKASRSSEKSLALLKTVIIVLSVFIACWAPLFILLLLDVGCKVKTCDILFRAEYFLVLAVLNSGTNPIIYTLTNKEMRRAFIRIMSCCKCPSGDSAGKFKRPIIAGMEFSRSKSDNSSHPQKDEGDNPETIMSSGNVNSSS
* hit, by the source's call; x = not tested or not shown.

SMILES	5-HT1A blocker	HTR1E antagonist	RORa activator	S1P3 ag	SF-1 act	AP ELISA ortho	5HT1E ag	Ecoli tolC	S1P1 ag pot
O=S(=O)(Cc1ccccc1Cl)N1CCN(Cc2ccc3c(c2)OCO3)CC1	3	-7	-16	-0.4	21	x	0.5	23	23
CC(C)(C)n1nc2c(c1NC(=O)c1ccc(S(=O)(=O)N3CCCCC3)cc1)CS(=O)C2 (centres undefined)	10	-1	21	-0.4	8	7	0.6	-15	3
CCOc1ccccc1CN1C(=O)c2ccccc2C1C(=O)NCC1CCCO1 (centres undefined)	2	3	9	0.6	-5	14	-0.4	-19	-2
O=C(Cc1cn2ccsc2n1)OCc1nc2ccccc2s1	8	4	12	0.2	7	-7	0.0	-3	6
CCn1c(=O)c2ccccc2n2c(SCC(=O)NCc3cccs3)nnc12	-9	-7	-4	-0.5	-19	-24	0.9	-1	-12
CCOCCCn1c(SCC(=O)NC(C)(C)C)nc2ccccc2c1=O	-2	-2	-9	-1.2	9	5	-0.1	-15	2
CCOC(=O)C1CCCN(C(=O)c2cccs2)C1 (centres undefined)	-17	-2	-22	-1.9	-12	2	0.3	-6	5
CN(C)C=Nc1nonc1-c1ncn[nH]1	-12	-11	-17	-0.7	-2	1	0.9	-11	-9
CCCn1c(SCC(=O)c2cc(OC)ccc2OC)nc2c1c(=O)n(C)c(=O)n2C	-9	-13	1	-0.6	6	29	-0.2	-10	-17
O=C(NCCN1CCc2ccccc2C1)C1CCN(S(=O)(=O)N2CCCCC2)CC1	17	-8	-2	-1.5	-6	12	0.4	-6	-2
CC1(C)Cc2c(C#N)c(OCC(=O)c3ccc(Cl)cc3)nc(-c3ccco3)c2CO1	7	-5	-5	-0.8	-18	3	0.7	-15	2
COc1cc(OC)c(C2C(C(=O)O)c3ccccc3C(=O)N2C)cc1OC (centres undefined)	-2	-3	-6	-0.5	1	10	0.2	-18	-6
CCn1ncc(Br)c1C(=O)Nc1sc2c(c1C(N)=O)CCC2	-9	17	-10	-0.2	-10	-1	0.9	4	-26
Cc1ccc(Cl)cc1N1CCN(S(=O)(=O)c2ccc3c(c2)oc(=O)n3C)CC1	6	20	4	-1.3	-2	12	0.3	18	-2
CCCCSc1nn[nH]n1	1	2	0	-0.5	6	28	5.1	-11	-5
CCOC(=O)CSc1ccc2nnc(-c3cccnc3)n2n1	-3	-17	0	-1.4	-10	1	1.0	2	3
CCOC(=O)c1cc(CC)sc1NC(=O)C1CC1	x	2	-21	-2.7	-6	x	0.8	14	2
CCC(Sc1ccc2nnc(-c3ccc(F)cc3)n2n1)C(=O)O (centres undefined)	-5	5	-6	0.6	15	-11	-1.7	-19	9
COc1ccc(S(=O)(=O)Nc2cc(C)c(O)c(S(=O)(=O)c3ccccc3)c2)cc1	5	5	-4	-0.3	11	9	0.0	25	10
Cc1nc(NC(=O)c2ccccc2)sc1-c1csc(NCc2ccco2)n1	3	6	25	-1.7	-5	14	0.0	59	30
CCOc1ccc(C(=O)Nc2ccc3c(c2)OCCO3)cc1OC	9	7	34	0.6	56*	-12	0.8	-11	2
CC1(C)C(=O)OC(c2cc(Br)ccc2O)C(C)(C)C1=O (centres undefined)	-7	2	-16	0.0	-3	0	0.1	63*	-1
Cc1noc(C)c1S(=O)(=O)N1CCC(Cc2ccccc2)CC1	-7	2	-14	-1.0	-13	10	-0.3	34	4
COc1cc(OC)c(NS(=O)(=O)c2coc(C(N)=O)c2)cc1Cl	-1	3	12	-0.6	-10	9	0.7	-9	-32
CCOc1cc(C2NC(=O)NC(O)(C(F)(F)F)C2C(=O)c2ccccc2)ccc1OC (centres undefined)	4	-12	18	-1.2	-5	6	1.4	0	-23
CCOC(=O)c1ccc(N2C(=O)CC(N3CCC(C(=O)OCC)CC3)C2=O)cc1 (centres undefined)	15	-6	5	-1.1	0	-1	-0.5	-14	-20
Cc1ccc(-c2nnn(CC(=O)N(Cc3ccccc3)C(C(=O)NC3CCCC3)c3ccncc3)n2)o1 (centres undefined)	4	-10	5	-0.6	4	-6	0.3	-15	-16
O=C(c1ccccc1/S(=N/S(=O)(=O)c1ccccc1)N1CCOCC1)N1CCOCC1 (centres undefined)	-8	-8	14	0.0	19	10	0.4	-25	-11
c1ccc(-c2noc(-c3cccc4ccccc34)n2)cc1	21	-3	61*	-1.5	65*	-19	-1.4	70*	13
COC(=O)c1ccc(Cn2nc(C)c(Br)c2C)cc1	-7	10	-13	-0.2	-4	9	-0.3	18	2
O=C(NCC(=O)N(Cc1cccs1)C(C(=O)NC1CCCC1)c1ccncc1)c1ccco1 (centres undefined)	-4	-4	-16	-0.5	-11	10	1.1	x	-2
CCOc1cc(C)c(S(=O)(=O)N2CCCC2)cc1C	2	4	-14	-1.0	-11	-4	0.6	27	x
COCCNS(=O)(=O)c1ccc(C2CNC(=O)C2)cc1 (centres undefined)	-13	1	-6	-0.4	-9	11	1.0	-5	-14
Cc1nnc(SCCn2c(N3CC(C)CC(C)C3)nc3c2c(=O)n(C)c(=O)n3C)s1 (centres undefined)	4	7	26	0.6	-4	4	0.0	x	-14
O=C1C(Cl)=C(NCCCN2CCOCC2)C(=O)N1CCc1ccccc1	1	6	-5	-0.7	-4	11	0.0	7	x
Cc1ccc(O)c(NC(=O)c2cccc(NC(=O)c3ccco3)c2)c1	26	2	-1	x	5	14	-0.7	1	x
Cc1cc(C)n(-c2nc(SCC(=O)N3CCCC3)c3c4c(sc3n2)CCCC4)n1	-9	10	-2	0.0	-2	-7	0.6	86*	-20
O=C(CC12CC3CC(C1)CC(CC(=O)NC1=NCCS1)(C3)C2)NC1=NCCS1	-12	10	-1	-1.3	7	13	0.6	-23	8
O=C(NCCC1=CCCCC1)C1CCN(S(=O)(=O)c2cccs2)CC1	1	10	-3	0.1	9	7	0.2	-9	-21
N#Cc1nc(-c2ccc(OCc3ccccc3)cc2)oc1NCCN1CCOCC1	7	-1	18	-0.5	-9	-7	0.4	-6	15
CC(C#N)Sc1ncnc2sc3c(c12)CCC3 (centres undefined)	-5	3	-28	-0.5	-11	7	-0.7	19	-20
CC(C)c1[nH]nc2c1C(c1cccc(OC(=O)N3CCOCC3)c1)C(C#N)=C(N)O2 (centres undefined)	-1	-2	4	-0.7	2	6	0.5	4	-9
COc1ccc(N2CC(C)Cn3c2nc2c3c(=O)[nH]c(=O)n2C)cc1 (centres undefined)	-8	5	9	-1.0	-2	9	-0.4	-19	-10
CC(C)NC(=O)c1ccc(-c2ccccc2C(F)(F)F)o1	-6	-4	16	-0.6	45	10	0.4	23	-22
Cc1ccc(Cc2c(C)nc3c(C(=O)O)cnn3c2C)cc1	-19	4	-10	x	-11	-2	-0.4	2	x
CCCc1nc(-c2ccc(-c3ccc(F)cc3)cc2)no1	-16	-4	18	-1.8	53*	2	-0.7	6	-7
CC1(NC(=O)C23CC4CC(CC(C4)C2)C3)CCS(=O)(=O)C1 (centres undefined)	2	0	-4	0.2	4	6	0.6	-32	-17
CC12CCC(C(=O)N3CCCCC3)(CC1=O)C2(C)C (centres undefined)	-2	0	-14	0.9	18	23	-0.8	-17	-21
Cc1cccc(-n2ccnc2SCC(=O)Nc2cc(C)on2)c1	-1	1	-23	-1.0	24	-10	0.0	-12	-17
CC1CCN(C(=O)C2CCCN(S(C)(=O)=O)C2)CC1 (centres undefined)	-11	-4	-12	1.2	16	5	0.2	-11	-8
CCOCCSC1=C(C#N)C(c2cccs2)C(C(C)=O)=C(C)N1 (centres undefined)	-3	-1	13	-0.5	-9	16	-0.2	35	-19

Some of the entries so far, with values under each structure:
Results follow in this order: 5-HT1A blocker	HTR1E antagonist	RORa activator	S1P3 ag	SF-1 act	AP ELISA ortho	5HT1E ag	Ecoli tolC	S1P1 ag pot
> Cc1nnc(SCCn2c(N3CC(C)CC(C)C3)nc3c2c(=O)n(C)c(=O)n3C)s1 (centres undefined)
    4	7	26	0.6	-4	4	0.0	x	-14
> O=C1C(Cl)=C(NCCCN2CCOCC2)C(=O)N1CCc1ccccc1
    1	6	-5	-0.7	-4	11	0.0	7	x
> Cc1ccc(O)c(NC(=O)c2cccc(NC(=O)c3ccco3)c2)c1
    26	2	-1	x	5	14	-0.7	1	x
> Cc1cc(C)n(-c2nc(SCC(=O)N3CCCC3)c3c4c(sc3n2)CCCC4)n1
    -9	10	-2	0.0	-2	-7	0.6	86*	-20
> O=C(CC12CC3CC(C1)CC(CC(=O)NC1=NCCS1)(C3)C2)NC1=NCCS1
    -12	10	-1	-1.3	7	13	0.6	-23	8
> O=C(NCCC1=CCCCC1)C1CCN(S(=O)(=O)c2cccs2)CC1
    1	10	-3	0.1	9	7	0.2	-9	-21
> N#Cc1nc(-c2ccc(OCc3ccccc3)cc2)oc1NCCN1CCOCC1
    7	-1	18	-0.5	-9	-7	0.4	-6	15
> CC(C#N)Sc1ncnc2sc3c(c12)CCC3 (centres undefined)
    -5	3	-28	-0.5	-11	7	-0.7	19	-20
> CC(C)c1[nH]nc2c1C(c1cccc(OC(=O)N3CCOCC3)c1)C(C#N)=C(N)O2 (centres undefined)
    -1	-2	4	-0.7	2	6	0.5	4	-9
> COc1ccc(N2CC(C)Cn3c2nc2c3c(=O)[nH]c(=O)n2C)cc1 (centres undefined)
    -8	5	9	-1.0	-2	9	-0.4	-19	-10
> CC(C)NC(=O)c1ccc(-c2ccccc2C(F)(F)F)o1
    -6	-4	16	-0.6	45	10	0.4	23	-22
> Cc1ccc(Cc2c(C)nc3c(C(=O)O)cnn3c2C)cc1
    -19	4	-10	x	-11	-2	-0.4	2	x
> CCCc1nc(-c2ccc(-c3ccc(F)cc3)cc2)no1
    -16	-4	18	-1.8	53*	2	-0.7	6	-7
> CC1(NC(=O)C23CC4CC(CC(C4)C2)C3)CCS(=O)(=O)C1 (centres undefined)
    2	0	-4	0.2	4	6	0.6	-32	-17
> CC12CCC(C(=O)N3CCCCC3)(CC1=O)C2(C)C (centres undefined)
    -2	0	-14	0.9	18	23	-0.8	-17	-21
